DRD3 antagonist: antagonists of human D3 dopamine receptor; D3R cells, DiscoveRx beta-arrestin luminescence, antagonist mode; active compounds read low; AID 652054; max response, negative = inhibition, %; hit rate 2.5% among 360,000; in the data active = max response below about -50%; inconclusive = no clear call, values can overlap the other calls; note: % is set by controls: 0 for no effect and ±100 for the full control effect; mostly tested at two doses, the higher about 12 µM
Target sequence (P35462 whole entry, looked up): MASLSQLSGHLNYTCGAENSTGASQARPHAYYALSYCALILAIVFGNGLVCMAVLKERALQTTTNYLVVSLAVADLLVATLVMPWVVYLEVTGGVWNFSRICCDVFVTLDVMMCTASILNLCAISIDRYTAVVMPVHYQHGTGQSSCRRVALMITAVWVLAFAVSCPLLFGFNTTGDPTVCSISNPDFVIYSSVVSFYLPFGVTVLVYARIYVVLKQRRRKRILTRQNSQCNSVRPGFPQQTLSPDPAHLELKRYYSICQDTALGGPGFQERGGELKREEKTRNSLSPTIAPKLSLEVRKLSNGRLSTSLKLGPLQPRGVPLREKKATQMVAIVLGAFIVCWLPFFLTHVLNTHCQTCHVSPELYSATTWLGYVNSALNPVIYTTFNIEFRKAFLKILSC
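Cells expressing the human receptor were seeded at 1500 cells/well, incubated overnight at 37 degrees C in 5% CO2, then exposed to library compounds with dopamine controls for 90 minutes at 37 degrees C before luminescent detection.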
D3 ag: activates the human D3 dopamine receptor | D3R DiscoveRx beta-arrestin cells, luminescence, 90 min | max activation, % | hit rate 0.58% among 410,000 | AID 652048; in the data active = max activation above about 30%; note: 0% is about no effect; mostly tested at two doses, the higher about 12 µM
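Agonist-mode cell screen: cells plated at 1500/well and incubated overnight at 37 °C, then exposed to library compounds for 90 min at 37 °C. Detection reagent was added for 30–60 min at room temperature, and luminescence was read.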
FUS suppressor: rescues growth of FUS-expressing yeast; S. cerevisiae FUS-expressing, growth rescue, OD600, 24 h; Potency, µM (titrated, usually from 76.6 µM), for inactives: at the highest dose growth rescue (activation), usual class: activators; hit rate 0.24% among 390,000;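 note: potency is the fitted concentration of half-maximal effect; plate controls were DMSO vehicle for no effect and reference control for full effect; nearly all actives have a fitted effect of over 55% in size; some results filed as inactive show a strong effect at the top dose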
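Cultures pregrown in 2.5% raffinose medium are shifted to minimal medium containing 2% galactose to express toxic FUS. Compounds are tested at several concentrations. After 24hr at 30C, growth is quantified at 600 nm absorbance.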
EPAC2 ag: agonists of human EPAC2 (RAPGEF4); Q8WZA2; EPAC2 activation, biochemical qHTS; response scale: 100% = 6.5 mM cAMP response; Potency, µM (doses to about 154 µM), for the others: at the top dose activation, hits mostly activators; hit rate 0.079% among 360,000; AID 720711; note: potency is the fitted concentration of half-maximal effect; nearly all actives have a fitted effect of over 50% in size
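qHTS, titration series. 100 nM EPAC2 / 250 nM Rap1B-BODIPY-GDP / 50 uM GDP; RT; ex 480/em 540 nm, 5-min reads to 30 min. Norm. to 6.5 mM cAMP = activation.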
aSyn rescue: rescues yeast growth from alpha-synuclein toxicity; Yeast expressing alpha-synuclein, growth rescue, BacTiter-Glo, 24 h; Potency, µM (highest dose often 46.1 µM), for inactives: at the highest dose growth rescue (activation), actives largely listed as activators; hit rate 0.14% among 370,000; AID 652106; note: potency is the fitted concentration of half-maximal effect; % of control where 0% means no effect; nearly all actives have a fitted effect of over 65% in size
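Galactose-induced alpha-syn yeast (OD600=0.02, raffinose-pregrown) + pinned cpd, 24 hr, 30 deg C; growth by BacTiter-Glo luminescence. Growth restoration scores as activation.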
TDP-43 yeast inh: inhibitors of TDP-43 toxicity in yeast; Potency, µM (series often up to 46.1 µM), for inactives: at the top dose growth rescue (activation), actives largely listed as activators; TDP-43 expressing yeast growth rescue, BacTiter-Glo, 24 h; AID 652104; hit rate 1.8% among 410,000; note: potency is the fitted concentration of half-maximal effect; % of control where 0% means no effect; nearly all actives have a fitted effect of over 50% in size
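Growth rescue of TDP-43-toxic yeast measured as ATP luminescence (BacTiter-Glo). Cells grown to mid-log in raffinose, induced in galactose at OD600=0.02, exposed to compound 24 hr at 30 deg C.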
Abeta rescue: compounds reversing amyloid beta toxicity in yeast; yeast expressing A-beta42, growth rescue, OD600, 48 h; response scale: 0% DMSO, 100% iron-clioquinol control; hit rate 0.063% among 410,000; AID 1347071; Potency, µM (titrated, usually from 46.1 µM), inactives show at the highest dose growth rescue, actives largely listed as activators; note: potency is the fitted concentration of half-maximal effect; nearly all actives have a fitted effect of over 55% in size
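Yeast A-beta toxicity model in growth medium with pinned compounds, 48 h at 30 C; growth read as absorbance at 600 nm. Normalized to FeCl3/clioquinol equimolar mix (positive) and DMSO (negative).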
EPAC2 antagonist: antagonists of human EPAC2; Q8WZA2; EPAC2 GEF exchange of Rap1B-BODIPY-GDP, fluorescence; Potency, µM (doses to about 114 µM), inactives show at the top dose activity, negative = inhibition, hits mostly inhibitors; hit rate 0.18% among 360,000; note: potency is the fitted concentration of half-maximal effect; % is set by controls: 0 for no effect and ±100 for the full control effect; nearly all actives have a fitted effect of over 45% in size; many of its hits are not listed in these tables
* = called active by the depositor; ? = inconclusive; / = not tested or not shown; & = joins results of further samples; [ ] = another dose, or the depositor's remark. Unless noted, calls come from the whole dose curve; as a rule, active = well fitted curve in the direction sought with a large enough effect; inconclusive = small, poorly fitted or top-dose-only effect, or another doubt; inactive = no such curve, though single readings can be large; an effect the other way counts as inactive or inconclusive.

Order of values – aSyn rescue, EPAC2 ag, D3 ag, EPAC2 antagonist, FUS suppressor, DRD3 antagonist, Abeta rescue, TDP-43 yeast inh
- CCCS(=O)(=O)N1CCCC(C(=O)NCCCN(C)c2ccccc2)C1 (stereo unspecified)
  -2%, 1%, -4, 2%, 2%, 21, -12%, -1%
- COc1ccc2nc(NCCCO)[nH]c2c1
  3%, 13%, 3, 0%, 12%, 12, 15%, 15%
- COc1cccc(OC)c1C(=O)Nn1c(-c2cccs2)nc2ccccc2c1=O
  -7%, -6%, -2, 17%, -10%, 1, -5%, -8%
- Cc1nc2ncnn2c(C)c1CCC(=O)NCCc1ccccc1
  0%, 5%, -3, -1%, 6%, 15, 4%, -3%
- O=C(NCc1ccccn1)Nc1cccc(Cl)c1Cl
  1%, 5%, -2, -6%, 10%, -3, 0%, 0%
- C[C@@H]1C=C(C(=O)NCc2nc3ccccc3[nH]2)O[C@H](OCCCCO)C1
  -3%, 8%, -14, 10%, -10%, -14, -8%, 1%
- CC1=CC(C)(C)N(C(=O)CSc2nccn2C)c2cc(C)ccc21
  -7%, -2%, -16, -2%, 35%, -15, 0%, -21%
- COc1ccc(Cl)cc1NC(=O)Cn1nnc2sc3c(c2c1=O)CCC(C(C)(C)C)C3 (stereo unspecified)
  /, /, 7, /, -26%, /, -8%, 21%
- O=S(=O)(NC1CCN(S(=O)(=O)c2ccc3c(c2)OCCO3)C1)c1c(F)cccc1F (stereo unspecified)
  /, 7%, /, 10%, 3%, /, 0%, /
- C#CC[N+]1(CC#Cc2ccccc2)CCCC1
  -2%, 2%, -2, 2%, 13%, 44, 2%, 4%
- Cc1[nH]n(-c2ccccc2)c(=O)c1C(c1cccc([N+](=O)[O-])c1)c1c(C)[nH]n(-c2ccccc2)c1=O
  10%, -7%, 1, -14%, /, -21, 9%, 23%
- NC(N)=NS(=O)(=O)c1ccc(NC(=S)NC(=O)/C=C/c2ccccc2)cc1
  -1%, 15%, 2, 8%, -5%, -13, -11%, -13%
- COc1ccc(C(=O)Nc2cc(-c3cccc(C)c3)nn2-c2ccccc2)cc1
  /, /, -11, /, ?, /, -12%, 22%
- COc1ccc(C2CC2/C(=N/O)c2ccccc2)cc1 (stereo unspecified)
  13%, 18%, 3, ?, 11%, -17, -13%, ?
- CCCN(CCO)C1CCN(CCc2ccccc2)CC1
  1%, -9%, -11, -1%, -2%, 4, -12%, 1%
- CC(C)COCc1ccc(O)c2ncccc12
  ?, 5%, -15, 0%, 1%, ?, ?, 1%
- COc1ccc(OC)c(CCNC(=O)C(C)n2nc(C)c3c(C)n(-c4ccc(C)cc4)nc3c2=O)c1 (stereo unspecified)
  4%, 6%, 9&-8, -15%, 27%&24%, -1, 9%&-3%, 12%&8%
- Cc1nn(C)c2c1c(-c1ccccc1)cc(=O)n2CC(=O)NC(C)(C)C
  /, /, -5, /, 28%, /, -6%, ?
- O=C1CC(NNc2ccccc2)C(=O)N1c1cccc(Cl)c1 (stereo unspecified)
  4%, 5%, 0, -12%, ?, -11, 17%, 2%
- CC(Nc1cc(N2CCN(S(=O)(=O)N(C)C)CC2)ccc1[N+](=O)[O-])c1ccccc1 (stereo unspecified)
  0%, 6%, 0, -6%, 0%, -9, -4%, -8%[9.22 µM]
- O=C(N/N=C\c1ccc2c(c1)OCO2)c1ccc(Cn2cc(Br)c([N+](=O)[O-])n2)o1
  3%, -1%, 0, -1%, -3%, 4, -6%, -5%[9.22 µM]
- Cc1ccccc1CN1CCC(n2nccc2NC(=O)c2cccnc2)CC1
  -3%, -3%, -45, -1%, /, ?, -10%, -17%
- C=CCn1c(SCCC(=O)O)nnc1-c1cccs1
  8%, -1%, -1, -4%, -31%, -10, -7%[9.22 µM], -11%
- CCCOc1ccc(N2C(=O)CC(NCCNc3ccc(S(=O)(=O)CC)cc3)C2=O)cc1 (stereo unspecified)
  -12%, -37%[inhibitor], 12, -3%, 22%, 13, 0%, 15%
- Cn1nccc1NS(=O)(=O)c1ccc(C(C)(C)C)cc1
  2%, 4%, 3, 1%, 13%, 8, ?, -10%[1.82 µM]
- COc1ccc(C2C(C#N)=C(N)OC3=C2C(=O)CC(C)(C)C3)c(OC)c1OC (stereo unspecified)
  0%, -2%, 1, -1%, 8%, 2, -4%, -4%
- COCCC(=O)N1CCC(Oc2ccc(C(=O)NCCc3cn[nH]c3)cc2)CC1
  -5%, 8%, -1, -1%, -3%, -13, 3%, -12%
- COc1ccc(C2(C)NC(=O)N(CC(=O)Nc3ccc(Br)cc3F)C2=O)cc1OC (stereo unspecified)
  2%, 7%, 2, -13%, 18%, 12, 11%, -4%
- CCn1c(/C=N/Nc2ccc(C(=O)O)cc2)nc2ccccc21
  10%, -7%, -1, -13%, /, 0, -3%, -11%
- COc1cc(C(=O)N/C(=C\c2cn(S(=O)(=O)N(C)C)c3ccccc23)C(=O)NCCCO)cc(OC)c1OC
  -7%, 14%, 9, -3%, 9%, 1, 13%, 12%
- CCOc1ccc(Br)cc1S(=O)(=O)NCCN(C)C
  -7%, 2%, 1, 26%, 24%, -6, 6%, -16%
- COc1cc(-c2nnn(CC(=O)N3CCOCC3)n2)cc(OC)c1OC
  -2%, 4%, 9, 14%, 3%, -21, -2%, -4%
- CS(=O)(=O)c1ccc(Nc2nc(C(N)Cc3ccccc3)cs2)cc1 (stereo unspecified)
  -3%, 4%, -5, 8%, -5%, 1, -14%, 5%
- COc1ccc(C2CC3(CC(C)(C)NC(=S)N3)Oc3cc(O)cc(C)c32)cc1OC (stereo unspecified)
  -10%, 10%, -29, 1%, ?, 6, 1%, -30%[inhibitor][9.22 µM]
- Cc1c(-c2cccc(NC(=O)c3ccco3)c2)nc2ncccn12
  1%, 0%, 0, -9%, 3%, 5, 9%, 13%
- COc1ccc(CN(C)C(=O)Cc2ccc(OC)c(S(=O)(=O)N3CCOCC3)c2)cc1OC
  2%[1.84 µM], -2%, 5, 7%, 30%, 1, 1%, 16%
- Cc1nc(C)c(CCNC(=O)c2ccccc2)s1
  -1%, 5%, -1, 0%, /, -13, -3%, 6%
- CC1CCN(S(=O)(=O)c2ccc(NC(=O)c3ccco3)cc2)CC1
  7%, -4%, -4, -23%, -1%, 1, -2%, 0%
- CN(C)C(=O)c1ccc(NC(=O)CSc2nc3ccccc3[nH]2)cc1
  -4%, 7%, 4, 0%, -2%, -2, -7%, 0%
- O=C(COC(=O)c1cnc(Cl)c(Cl)c1)NC1CC1
  5%, -5%, 6, 4%, /, 5, 4%, 9%
- CC1(c2nnnn2-c2ccc3c(c2)OCCO3)CCC(=O)N1Cc1cccnc1 (stereo unspecified)
  -3%, 2%, 0, 3%, -1%, -17, -5%, 16%
- N#Cc1cnn(-c2cccc(Cl)c2)c1-n1cccc1
  0%, 13%, 2, -12%, -3%, -7, -39%[inhibitor], 22%
- COc1ccc(-c2nc3ccc(Cl)cn3c2Cc2ccsc2)cc1OC
  20%, 6%, 4, ?, 22%, 36, 3%, ?
- C=C1C(=O)O[C@H]2[C@H]1[C@H](OC(=O)/C(C)=C\C)C[C@]1(CO1)[C@@H]1[C@H](OC(C)=O)C=C(C)[C@]21O
  4%, -2%, 5, 2%, /, 0, 4%, 0%
- COc1cc(C=O)ccc1OCc1cccc(Br)c1
  14%, 4%, 2, 1%, /, -7, 11%, 20µM*
- Cc1cc2[nH]c(=O)c(=O)[nH]c2cc1S(=O)(=O)N(C)C1CCCCC1
  0%, 16%, -6, -2%, -6%, -13, -7%, 0%
- CCCc1cc(=O)oc2cc(OCC(=O)NCCCN3CCCC3=O)ccc12
  -4%, 3%, -4, -12%, 14%, -23, -11%, -3%
- CCC(C)(C(=O)NC1CCCCC1)N(C(=O)c1ccccn1)c1ccc(C)cc1 (stereo unspecified)
  2%, 1%, 2, 9%, 31%, 5, 11%, 14%
- O=C1CC(N2CCN(c3ccccc3O)CC2)C(=O)N1Cc1ccccc1 (stereo unspecified)
  -21%, 7%, -4, 2%, 27%, -16, 10%, /
- OC[C@@H]1CN(Cc2ccc3c(c2)OCO3)C[C@H](n2cnc3c(NC4CC4)ncnc32)O1
  1%, -1%, 8, -1%, -12%, -10, -20%, 15%
- Cc1ccc(C)c(N2N=C(C(=O)Nc3cccc(S(=O)(=O)N4CCCCC4)c3)CCC2=O)c1
  2%, 3%, 2, -6%, 11%, ?, 24%, 21%
- O=C(CCn1c(=S)oc2ccccc21)NC1CCCCCC1
  2%, 1%, -8, 8%, 6%, -10, -2%, 1%
- Cc1cc(C)nc(Nc2ccc(N3CCCC3)cc2)n1
  -7%, 9%, 8, -4%, ?, 35, -17%, 13%
- S=C1NCN(Cc2cccnc2)CN1c1cccc(Cl)c1
  8%, -4%, 3, 0%, 10%, 18, 6%, 20%
- O=C(Nc1cccc(C(F)(F)F)c1)C1Cc2c(-c3ccccc3Oc3ccccc3)ccnc2O1 (stereo unspecified)
  17%, -4%, 4, -10%, 34%, 19, 3%, 12%
- Cc1cccc(OCC(=O)Nc2ccc(NC(=O)c3ccccc3)cc2)c1
  -2%, 7%, -2, 7%, 9%, 0, 6%, 0%
- CC(=O)Nc1ccc(NC(=O)C(C)OC(=O)C(C)SCC(=O)Nc2ccc(C)cc2)cc1 (stereo unspecified)
  1%, 0%, 5, 6%, 20%, 12, 3%, -6%

Part of the list above in order of number of heavy atoms, ascending:
Order of values – aSyn rescue, EPAC2 ag, D3 ag, EPAC2 antagonist, FUS suppressor, DRD3 antagonist, Abeta rescue, TDP-43 yeast inh
- COc1cc(C=O)ccc1OCc1cccc(Br)c1
  14%, 4%, 2, 1%, /, -7, 11%, 20µM*
- O=C1CC(N2CCN(c3ccccc3O)CC2)C(=O)N1Cc1ccccc1 (stereo unspecified)
  -21%, 7%, -4, 2%, 27%, -16, 10%, /
- Cc1ccc(C)c(N2N=C(C(=O)Nc3cccc(S(=O)(=O)N4CCCCC4)c3)CCC2=O)c1
  2%, 3%, 2, -6%, 11%, ?, 24%, 21%

This is a subset; rates above refer to the full screens.
